Wee1 stabilizer: human Wee1 degradation inhibition, primary screen | HeLa Luc-Wee1K328M stability, luciferase luminescence; 100% = proteasome inhibitor MG132 effect | reporter increase, % at 5 µM | AID 1321 | P30291 | actives 1.2% (n = 220,000);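 active = activation above the mean of all tested compounds plus 3 SD, set per screening run, cut at about 8.8% in these data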;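 note: cells exposed to compound for 20 h before luminescence read; 0% = DMSO alone and 100% = MG132 at 30 µM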
Target sequence (P30291 whole entry K328M): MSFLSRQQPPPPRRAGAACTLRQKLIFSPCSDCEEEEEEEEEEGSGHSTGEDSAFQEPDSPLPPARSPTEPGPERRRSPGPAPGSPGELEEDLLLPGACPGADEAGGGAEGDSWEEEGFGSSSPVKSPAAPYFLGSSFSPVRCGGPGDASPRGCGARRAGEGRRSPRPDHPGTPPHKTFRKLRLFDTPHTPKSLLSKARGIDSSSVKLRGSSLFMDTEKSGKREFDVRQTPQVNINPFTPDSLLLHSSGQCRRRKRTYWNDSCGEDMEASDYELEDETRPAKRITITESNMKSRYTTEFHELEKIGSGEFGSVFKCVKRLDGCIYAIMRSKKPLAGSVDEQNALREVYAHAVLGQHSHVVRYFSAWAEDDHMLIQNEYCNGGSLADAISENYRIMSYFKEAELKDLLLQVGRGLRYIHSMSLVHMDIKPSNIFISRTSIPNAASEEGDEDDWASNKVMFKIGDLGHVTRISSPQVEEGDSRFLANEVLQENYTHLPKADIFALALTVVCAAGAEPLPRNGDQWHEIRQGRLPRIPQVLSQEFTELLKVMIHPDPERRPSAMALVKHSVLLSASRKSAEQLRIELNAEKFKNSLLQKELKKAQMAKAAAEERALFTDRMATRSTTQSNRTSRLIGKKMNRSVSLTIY
zfTRPN1 agonist: activates the zebrafish TRPN1 channel; AID 1424; actives 0.18% (n = 220,000); activation, % at 3 µM; HEK293 zebrafish TRPN1-YFP, Fluo-8 calcium fluorescence; 100% = response to 87 µM carbachol;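 active = activation above its plate's cutoff, the mean activation of test wells on that plate plus 3 SD, cut at about 19% in these data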;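 note: 0% = DMSO alone and 100% = 87 µM carbachol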
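Material: zebrafish TRPN1-YFP in HEK293 cells; Doses: single test compound dose, 3 µM nominal, 0.3% DMSO; Timing: dye loading 1 h at 37 °C, then 30 min room temperature; Technique: intracellular calcium fluorescence with Fluo-8; Benchmarks: high carbachol 87 µM, low DMSO alone.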
BaF3 tox: parental Ba/F3 viability inhibition as JAK2V617F counter-screen; CellTiter-Glo ATP luminescence; actives 1.1% (n = 220,000); AID 1486; inhibition, % at 5.6 µM;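 active = inhibition above a per-campaign cutoff, the mean inhibition of all tested compounds plus 3 SD, cut at about 27% in these data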;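 note: 0% = DMSO wells and 100% = JAK Inhibitor I control wells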
CHOP inh: CHOP inhibition in unfolded protein response | CHO-K1 CHOP-promoter luciferase, tunicamycin-induced, 15-18 h | inhibition, % at 10 µM | actives 3.8% (n = 220,000);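 active = compounds that reduced the stress-induced luciferase reporter signal by more than about 70% of percent inhibition, limit read from the data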;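 note: 0% = tunicamycin plus vehicle and 100% = wells without tunicamycin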
RBBP9 inh: inhibitors of human serine hydrolase RBBP9; recombinant RBBP9, FP-Rh probe fluorescence polarization; actives 0.2% (n = 220,000); inhibition, % at 7.94 µM; O75884; AID 1515;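 active = inhibition above the campaign mean of all tested compounds plus 3 SD, cut at about 14% in these data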;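 note: plate controls were DMSO wells with RBBP9 for no effect and wells lacking RBBP9 protein for full effect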
Target sequence (O75884 whole entry, looked up): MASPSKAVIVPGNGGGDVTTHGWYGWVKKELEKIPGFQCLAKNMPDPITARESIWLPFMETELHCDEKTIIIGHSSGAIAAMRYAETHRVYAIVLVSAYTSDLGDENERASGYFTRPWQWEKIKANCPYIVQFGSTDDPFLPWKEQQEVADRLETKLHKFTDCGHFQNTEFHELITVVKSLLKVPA
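system = RBBP9 protein | input = RBBP9 at 2.5 µM in dispensed solution, before mixing | measured by = fluorescence polarization (mP), excitation 525 nm, emission 598 nm | incubation = enzyme-compound preincubation 30 min, then probe labeling 45 min, 25 °C | buffer or medium = Tris-NaCl-Pluronic buffer, pH 8.0 | compound = single dose 7.94 µM | also added = FP-Rh probe, 375 nM dispensing solution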
TRPML3 agonist: human mucolipin-3 channel agonism | AID 1448 | activation, % at 3 µM | HEK293 TRPML3-YFP, Fluo-8 calcium fluorescence; 100% = the carbachol control signal | Q8TDD5 | actives 0.29% (n = 220,000);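 active = activation above its plate's cutoff, the mean activation of the plate's test wells plus 3 SD, cut at about 12% in these data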;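 note: 0% = DMSO only wells and 100% = carbachol wells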
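Material: HEK293 cells stably carrying human TRPML3-YFP; compound dosing: single dose, 3 µM final nominal compound, 0.3% DMSO final; incubation: 1-h 37 °C dye load, 5-s basal, 120-s post-compound reads; technique: Fluo-8 intracellular calcium fluorescence, excitation 470-495 nm, emission 515-575 nm; read-out basis: percent activation from peak-to-basal fluorescence ratio, scaled between DMSO and carbachol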
TNF death inh: TNF-alpha cell death inhibition in Jurkat FADD-/- cells; Jurkat FADD-/- TNF necroptosis rescue, ATP luminescence, 24 h; 0 = TNF only, 100 = no-TNF cells; activation (protection from cell death), % at 10 µM; actives 0.068% (n = 220,000); AID 463075;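 active = activation, meaning protection from cell death, of at least 50% relative to plate controls; inactive = activation below 50%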;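 note: necroptosis triggered by 40 ng/mL TNF-alpha added together with compound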
Ba/F3 V617F tox: lowers viability of Ba/F3 cells expressing EpoR and JAK2V617F. ATP luminescence. inhibition, % at 5.6 µM. actives 1.1% (n = 220,000);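 active = inhibition above the campaign mean plus 3 SD over all tested compounds, cut at about 24% in these data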;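 note: cytokine-independent growth of Ba/F3 cells driven by EpoR plus mutant JAK2; 0% = DMSO-treated cells and 100% = JAK inhibitor I control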
PPC-1+TRAIL kill: PPC-1 cancer cell killing with TRAIL present; cell killing (% activity), % at 4 µM; PPC-1 cells + TRAIL, ATPLite viability luminescence; AID 1443; actives 0.41% (n = 220,000);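 active = cell killing above 50% in the first pass at 4 µM, then a duplicate retest at 5 µM averaging 50% or more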;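 note: plate controls were cells with TRAIL plus DMSO for no effect and medium-only wells lacking cells for full effect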
Starred values were filed as active, the others as inactive; / = no result given.

SMILES	Wee1 stabilizer	zfTRPN1 agonist	BaF3 tox	CHOP inh	RBBP9 inh	TRPML3 agonist	TNF death inh	Ba/F3 V617F tox	PPC-1+TRAIL kill
CCN(C(=O)CN1c2ccccc2CC1C)c1c(N)n(Cc2ccccc2)c(=O)[nH]c1=O (configuration not stated)	1	-1.5	7	17	-11	-0.1	-0.5	2	14
CCCC(=O)Nc1ccc(Br)cn1	-1	-0.6	3	1	-6	0.4	3.3	-4	11
CCCCNCc1cccn1-c1ccccc1	-2	0.6	2	-1	0	0.5	0.7	-4	27
CC(C)COP(=O)(OCC(C)C)C(Nc1ccccc1)c1ccc(F)cc1 (configuration not stated)	3	-1.3	2	75*	-4	-0.7	1.9	0	21
CC1=CN2C(=N)/C(=C/c3ccco3)C(=O)N=C2S1	4	0.3	4	24	0	1.1	0.5	-1	45
CCOc1ccc(N/C(SC)=C(/C#N)C(N)=O)cc1	1	-1.0	2	29	-2	-1.2	-1.1	0	-27
C=CCNCC(=O)Nc1ccccc1SCC(=O)Nc1ccsc1C(=O)OC	0	3.1	-1	13	1	2.0	1.6	-3	12
COC(=O)CC(N)c1ccc(OC)c2ccccc12 (configuration not stated)	0	-0.8	1	50	-12	-0.1	2.3	-3	5
Cc1cc(SC(C)C(=O)NCC(=O)Nc2ccc(F)c(F)c2F)nc2ccccc12 (configuration not stated)	0	-0.5	1	18	-3	0.8	2.1	-5	18
O=C(Nc1cccc([N+](=O)[O-])c1)c1ccccc1	0	0.2	10	-5	-4	0.6	2.2	-5	9
CCN(CCn1cccn1)C(=O)CCc1nnc(C2(c3ccc(Cl)cc3)CCC2)o1	1	-1.1	2	-29	2	-0.4	-0.6	-1	4
O=C(O)CCC(=O)NNC(=O)c1ccc(Br)cc1	2	1.3	8	-3	4	0.7	1.6	-1	4
CCCCC1(C)NC(=O)N(CC(=O)Nc2ccc(S(=O)(=O)N3CCOCC3)cc2)C1=O (configuration not stated)	-2	0.6	3	-41	-7	0.8	-1.4	4	14
Cc1c(NC(=O)CS(=O)(=O)c2ccccc2)c(=O)n(-c2ccccc2)n1C	1	0.6	4	6	5	0.7	1.6	1	-5
C=CCOc1ccc(/C=N/NC(=O)CN2CCOCC2)cc1OCC	2	1.6	6	15	-1	-0.6	1.1	-3	8
Cc1cccc(N2C(=O)CC(N3CCN(c4ccccn4)CC3)C2=O)c1 (configuration not stated)	-2	0.3	8	-1	3	0.4	0.2	0	18
Nc1ccccc1-n1cccc1	0	1.4	1	2	-3	0.4	-1.8	-1	2
CCOC(=O)C(=CNc1ccc(N2CCOCC2)cc1)C(=O)OCC	1	0.1	-8	2	5	-1.0	-2.7	9	16
O=C(c1ccc2c(=O)n(-c3ccccc3)c(=O)[nH]c2c1)N1CCN(c2ccc(F)cc2)CC1	-3	3.0	0	26	-4	1.2	-4.7	-2	-6
Cc1ccc(NC(=O)Nc2c(Cl)cccc2Cl)cn1	-3	0.2	-2	17	-7	-0.8	3.0	2	4
CN(C)C(CNc1ncnc2sc3c(c12)CCCC3)c1ccco1 (configuration not stated)	-1	-0.8	1	19	-8	-1.0	-2.2	4	10
Cc1ccc(C)c(CN2CCCN(C(=O)Cn3ncc4c3-c3ccccc3OC4)C2)c1	-3	0.7	4	53	4	-0.3	-1.8	-1	5
Cc1ccccc1C(=O)NNC(=O)C(=O)N1CCCCC1	0	0.8	8	-21	-4	-0.1	1.0	2	12
CC1CCN(C(=O)CSc2nnc(CSc3ncccn3)n2C)CC1	2	1.5	3	31	-6	0.7	1.4	-3	-6
COc1cccc(Cn2nc(C(=O)O)c3ccccc3c2=O)c1	1	-1.7	-1	21	-4	1.0	0.9	-2	1
More structures follow:
SMILES	Wee1 stabilizer	zfTRPN1 agonist	BaF3 tox	CHOP inh	RBBP9 inh	TRPML3 agonist	TNF death inh	Ba/F3 V617F tox	PPC-1+TRAIL kill
CCOC(=O)c1ccc(NC(=O)COc2ccc(CNC3CCCCC3)cc2OC)cc1	-3	0.9	1	-25	-3	2.3	1.0	3	16
Nc1nnc(CC2=CCCCC2)s1	-1	0.5	4	-4	-4	-0.1	-1.2	-2	12
O=C(NCCO)c1ccc(-c2nnc(N3CCOCC3)c3ccccc23)cc1	-2	0.4	5	-29	-4	0.9	-1.8	4	14
CCn1nnnc1SCC(=O)N1CCOCC1	2	0.4	4	10	1	0.6	-0.9	2	-3
COc1ccc(OC)c(/C=N/c2c(-c3ccc(O)c(OC)c3)nc3ccccn23)c1	-2	-0.2	4	-16	3	-0.6	-0.3	-3	-16
COc1ccc(-c2nc(C#N)c(NCCCn3ccnc3)o2)cc1OC	-3	0.4	3	-16	0	0.7	-7.4	-1	25
S=C(c1ccc(-c2ccccc2Cl)o1)N1CCCCC1	3	-2.5	6	-18	-2	-0.5	-0.5	1	1
COC(=O)c1ccc(NC2(C#N)C(=O)Nc3ccccc32)cc1 (configuration not stated)	0	0.8	3	17	-7	0.3	2.2	1	20
CC(C)(C)CC(=O)NC(=S)Nc1ccccc1C(F)(F)F	-1	-0.4	4	47	-3	0.7	-1.0	0	10
C/C(=N\NC(=O)c1ccc(F)cc1)c1ccc(N2CCOCC2)cc1	3	0.4	3	20	-2	0.5	1.8	-3	21
Cc1ccc(C(=O)O)cc1N1C(=O)c2cccc3cc(Br)cc(c23)C1=O	3	-1.0	3	3	-6	0.0	-1.3	2	14
COc1ccc2c(c1)CCCN2C(N)=O	-2	-0.8	2	0	-4	1.2	1.0	-3	-5
O=C(CSc1cccc[n+]1[O-])N1CCCCCC1	-1	0.9	6	7	-7	1.0	0.6	0	29
Cc1csc(NC(=O)C(F)(F)F)n1	-1	-0.1	4	13	-7	1.0	1.0	-4	38
O=S(=O)(N/N=C/c1ccc2c(c1)OCCO2)c1ccccc1	3	0.1	0	-1	-6	-0.4	-1.8	-2	11
Cc1cc(C)c(C#N)c(Sc2nnnn2-c2ccccc2)n1	-1	0.5	1	15	-2	0.4	8.0	-3	-5
CNS(=O)(=O)c1ccc(NC(=O)c2cnn3c(C(F)F)cc(-c4ccccc4)nc23)cc1	3	2.4	5	3	-10	0.7	-5.4	3	25
C=CCN1CCN(Cc2cnc(Cl)s2)CC1	-2	0.8	-1	2	-8	-0.1	-2.0	-2	-10
CC1(C)CC2(C)OC(=N)C1(C#N)C2(C#N)C#N (configuration not stated)	1	1.0	3	-71	-8	-0.3	-22	1	12
CCN(CC)c1ccc(NC(=O)c2cccc(C)c2OC)c(C)c1	3	-2.5	8	-5	-7	-1.3	0.2	4	10
NC(=O)CSc1nc2cc([N+](=O)[O-])ccc2n1-c1cccc(C(F)(F)F)c1	6	0.0	7	2	4	0.5	2.2	2	-3
CCNCCNC(=O)c1c(O)c2ccccc2n(CC)c1=O	-2	-0.1	-1	0	1	0.7	2.8	1	-7
CC(c1ccccc1)C1CC(=O)N(Cc2ccccc2)C1=O (configuration not stated)	-1	-0.4	10	13	1	-0.1	3.2	1	15
Cc1ccc(NC(=O)CSc2nnc(C(F)(F)F)n2C)cc1[N+](=O)[O-]	2	0.4	0	1	0	1.2	0.5	-2	-1
CC(c1ccco1)N(C(=O)C12CC3CC(CC(C)(C3)C1)C2)c1ccccn1 (configuration not stated)	-4	-0.9	2	87*	10	0.5	-0.9	-4	47

An excerpt from above in order of length of the SMILES, rising.
SMILES	Wee1 stabilizer	zfTRPN1 agonist	BaF3 tox	CHOP inh	RBBP9 inh	TRPML3 agonist	TNF death inh	Ba/F3 V617F tox	PPC-1+TRAIL kill
CC(c1ccccc1)C1CC(=O)N(Cc2ccccc2)C1=O (configuration not stated)	-1	-0.4	10	13	1	-0.1	3.2	1	15
O=S(=O)(N/N=C/c1ccc2c(c1)OCCO2)c1ccccc1	3	0.1	0	-1	-6	-0.4	-1.8	-2	11
COc1ccc(-c2nc(C#N)c(NCCCn3ccnc3)o2)cc1OC	-3	0.4	3	-16	0	0.7	-7.4	-1	25

(next part)
SMILES	Wee1 stabilizer	zfTRPN1 agonist	BaF3 tox	CHOP inh	RBBP9 inh	TRPML3 agonist	TNF death inh	Ba/F3 V617F tox	PPC-1+TRAIL kill
CCOc1ncccc1C(=O)N1CCCSC1=Nc1ccc(C(C)=O)cc1	5	-1.6	-2	-1	0	-1.6	0.9	-4	17
O=C(Nc1ccccc1-c1ccccc1)c1cnccn1	-3	-0.8	4	12	2	-0.4	-5.1	-4	8
Cc1cc(F)ccc1S(=O)(=O)Nc1ncnc2sccc12	1	0.9	-1	3	-3	0.6	0.9	-1	20
Cc1cccc(C)c1OCC(=O)OCC(=O)c1ccc2c(c1)NC(=O)CO2	-1	1.2	1	36	1	0.3	-0.4	-3	36
Cc1ccc(C)c(NC(=O)c2oc(=O)c3ccccc3c2-c2ccccc2)c1	1	-1.5	3	13	-8	-0.8	0.9	1	19
N/C(Cc1ccc([N+](=O)[O-])cc1)=N\OC(=O)c1ccco1	4	-1.1	1	-12	-1	-0.4	1.2	-1	20
CCNC(=S)Nc1cccc(S(=O)(=O)NC2=NCCC2)c1	2	1.2	3	-8	-10	0.5	-0.5	2	2
COc1ccc(/C=N/NC(=O)c2cccc(Br)c2)cc1CN1CCOCC1	-1	0.9	-2	3	-4	0.7	2.6	-6	-3
CC(=O)Nc1ccc(S(=O)(=O)Nc2ccc(C(=O)NCC(=O)O)cc2)cc1	-1	1.9	-6	-3	-1	0.9	-2.0	0	-4
O=C(CN1C(=O)NC2(CCCC2)C1=O)Nc1ccc(S(=O)(=O)N2CCOCC2)cc1	1	-0.1	3	-4	-5	1.2	0.0	1	27
CC(C)N1CCc2[nH]c(=S)[nH]c(=O)c2C1	0	-0.5	4	14	-10	0.8	-2.4	0	-6
CC(O)C(=O)N/N=C/c1ccccc1C(=O)O (configuration not stated)	0	-1.3	3	22	-9	0.5	1.5	-1	11
COCCN=C1Sc2nc3ccc(C)cc3cc2CN1Cc1ccco1	3	-1.5	0	40	-4	0.1	0.4	-3	23
CCOC(=O)CC(C#N)c1cn(C)c2ccccc12 (configuration not stated)	6	-0.4	5	-10	-4	0.4	0.7	0	30
COc1ccccc1NC(=O)c1ccc(NS(=O)(=O)c2c(C)noc2C)cc1	-2	0.0	1	-22	-7	0.3	-1.1	-2	-13
O=C(/C=C/c1ccc(F)cc1)Nc1ccc(S(=O)(=O)Nc2ncccn2)cc1	-2	0.8	0	12	-6	0.0	-0.3	2	1
Cc1ccc(C(=O)O)cc1Nc1ncnc2sc3c(c12)CCC3	1	1.9	2	10	-1	0.8	-1.2	-1	8
COCCCNC(=O)c1ccc(CNS(=O)(=O)c2ccc(NC(C)=O)cc2)cc1	0	0.9	2	13	-3	0.5	2.2	1	/
